# Screening results (PubChem)
# IMPase inh – cell-permeable inhibitors of inositol monophosphatase (IMPase) | CHO-M1 cells, IP1 accumulation, HTRF TR-FRET ratio | 120,000 tested, under 10 active | AID 901 | inhibition (IP1 accumulation), % at 46.1 µM; active = well fitted curve in the direction sought with a large enough effect in the signal ratio, not every such curve was filed as active; inconclusive = small, poorly fitted or top-dose-only effect, or a change in a side signal; inactive = no such curve, though single readings can be large or run the other way; the % refers to the signal ratio;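 note: cells stimulated with carbachol in lithium chloride buffer; plate controls were DMSO basal wells for no effect and reference inhibitor wells for full effect; higher means more IMPase inhibition seen as more IP1 and lower FRET ratio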
# Target sequence (P97697 whole entry, looked up): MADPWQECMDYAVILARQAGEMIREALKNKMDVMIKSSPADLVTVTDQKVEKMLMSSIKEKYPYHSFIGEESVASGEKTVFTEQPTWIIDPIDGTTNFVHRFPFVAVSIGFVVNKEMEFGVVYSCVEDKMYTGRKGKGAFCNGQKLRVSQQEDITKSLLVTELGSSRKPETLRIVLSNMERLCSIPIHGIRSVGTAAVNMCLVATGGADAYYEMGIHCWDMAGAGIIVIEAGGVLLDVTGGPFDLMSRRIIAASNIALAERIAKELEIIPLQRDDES
#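 In this qHTS, compounds (final up to 46 uM) act on CHO-M1 cells that are then activated through the M1 receptor with carbachol, in pH 7.4 buffer containing 50 mM LiCl, for 30 min. IP1 accumulation is quantified by the IP-One immunoassay.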
# PNC inhibitor – inhibitors of perinucleolar compartment assembly; PC3M PTB-GFP, PNC prevalence imaging, 16 h; active compounds read low; 140,000 tested, 3.1% active; activity change (PNC), negative = inhibition, % at 10 µM;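 active = readout at or below -70, meaning at least 70% loss of cells showing the perinucleolar compartment, a nuclear body marking cancer cells; inconclusive = readout between -30 and a set limit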;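 note: plate controls were DMSO wells for no effect and camptothecin positive control wells for full effect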
#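 Compounds are pinned in duplicate onto adhered PC3M cells stably expressing GFP-tagged PTB and incubated 16 h at 37 C. Cells are then fixed, nuclei stained with Hoechst, and PNC-positive cells counted.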
# ALOX12 inhib – 12-hLO (ALOX12) enzyme inhibition; P18054; purified 12-hLO, xylenol orange hydroperoxide absorbance; Potency, µM (highest dose often 57.1 µM), for the others: at the highest dose activity change, negative = inhibition, most hits filed as inhibitors; 150,000 tested, 0.12% active; AID 1452; note: potency is the fitted concentration of half-maximal effect; nearly all actives have a fitted effect of over 55% in size; many of its hits are not listed in these tables
# Target sequence (P18054 whole entry, looked up): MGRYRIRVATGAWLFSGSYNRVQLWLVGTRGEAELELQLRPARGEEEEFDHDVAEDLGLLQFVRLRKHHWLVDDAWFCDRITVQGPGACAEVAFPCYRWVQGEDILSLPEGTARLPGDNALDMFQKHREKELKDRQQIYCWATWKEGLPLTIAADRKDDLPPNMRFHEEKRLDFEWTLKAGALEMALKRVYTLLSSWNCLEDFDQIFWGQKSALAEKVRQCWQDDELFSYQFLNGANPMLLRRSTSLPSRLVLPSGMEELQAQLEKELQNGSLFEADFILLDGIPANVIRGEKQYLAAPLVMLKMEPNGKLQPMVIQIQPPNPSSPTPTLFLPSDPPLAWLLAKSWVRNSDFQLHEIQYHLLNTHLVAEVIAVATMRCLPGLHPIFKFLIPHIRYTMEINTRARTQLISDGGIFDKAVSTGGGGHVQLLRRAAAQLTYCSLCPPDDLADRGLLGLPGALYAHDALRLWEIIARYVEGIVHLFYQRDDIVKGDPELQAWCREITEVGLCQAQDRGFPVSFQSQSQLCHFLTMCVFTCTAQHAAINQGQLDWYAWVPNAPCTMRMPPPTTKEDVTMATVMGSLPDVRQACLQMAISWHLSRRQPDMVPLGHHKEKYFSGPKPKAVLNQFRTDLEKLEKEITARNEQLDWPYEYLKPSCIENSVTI
#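 Lipoxygenase turnover measured by absorbance at 573 and 405 nm after Fe-XO development. Human 12hLO 150 nM, arachidonate 40 uM, pH 7.0 Hepes buffer with detergent; 15 min compound preincubation, 30 min reaction.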
# ALOX15B inhib – 15-hLO-2 (ALOX15B) enzyme inhibition | O15296 | purified 15hLO-2, xylenol orange hydroperoxide absorbance | Potency, µM (titrated, usually from 57.1 µM), without a hit: at the highest dose activity change, negative = inhibition, usual class: inhibitors | 110,000 tested, 0.56% active; note: potency is the fitted concentration of half-maximal effect; nearly all actives have a fitted effect of over 60% in size; many of its hits are not listed in these tables
#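 Purified human 15hLO-2 (50 nM final) preincubated with compounds 15 min at room temperature in 25 mM Hepes pH 7.5, 0.01% Triton X-100, then 45 uM arachidonic acid added for 90 min; hydroperoxide detected via ferrous/xylenol orange, 573/405 nm absorbance ratio.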
# Numbers without * were called inactive; ? = inconclusive; . = not tested or not shown; [ ] = dose if it differs, or a comment. Unless noted, calls come from the whole dose curve; as a rule, active = well fitted curve in the direction sought with a large enough effect; inconclusive = small, poorly fitted or top-dose-only effect, or another doubt; inactive = no such curve, though single readings can be large; an effect the other way counts as inactive or inconclusive. Unless noted, % is set by controls: 0 for no effect and ±100 for the full control effect. The list is partial. The share of hits here may be higher or lower than overall.
# Results follow in this order: ALOX12 inhib | PNC inhibitor | ALOX15B inhib | IMPase inh
- Cc1ccc(Cc2cnc(NC(=O)CN3CCOCC3)s2)cc1Cl
    3% | 29 | 31%[activator] | 0
- Cc1cc(NC(=O)CSc2nc(C(C)C)nc3sc(C)c(C)c23)no1
    -5% | -8 | -7% | 4
- Cc1nc(NCC2CCCO2)c2nnn(Cc3ccccc3Cl)c2n1 (centres undefined)
    -5% | -12 | -7% | 9
- COc1ccc(C(CC(=O)Nc2nccs2)n2cccc2)cc1 (centres undefined)
    -6% | 10 | 3% | 6
- O=C(NC(O)C(=O)c1cccs1)c1cccnc1 (centres undefined)
    -6% | ? | -9% | -2
- O=C(C1CCCN(Cc2ccc3c(c2)OCO3)C1)N1CCCC1 (centres undefined)
    -8% | -7 | -1% | -6
- Nc1c(C(=O)NC2CCCC2)c2nc3ccccc3nc2n1/N=C/c1ccco1
    9% | 38 | -7% | -5
- CCCc1noc2c1C(c1ccoc1)C(C#N)=C(N)N2 (centres undefined)
    -1% | 28 | 2% | 3
- CC(=O)Nc1ccc2c(c1)N(C(=O)CN(C)C)c1ccccc1CC2
    7% | 19 | 1% | 2
- O=C(NCC1CCCO1)C(c1ccc(F)cc1)N(Cc1ccc(F)cc1)C(=O)Cn1nnc(-c2cccs2)n1 (centres undefined)
    -2% | -11 | . | -2
- CC(=O)c1cccc(S(=O)(=O)N2CCN(c3nc4cc(C)cc(C)c4cc3C#N)CC2)c1
    -6% | 44 | -7% | -1
- CC(C)=NOCc1ccc(-c2cn([C@@H]3COC[C@H]3O)nn2)cc1
    3% | 38 | . | .
- O=C(Cn1cnc2c(cnn2-c2ccccc2)c1=O)c1ccc(Cl)cc1
    -3% | -15 | -3% | -12
- O=C(c1ccc(C(=O)N2CCCc3ccccc32)nc1)N1CCCc2ccccc21
    -3% | -100* | 4% | -2
- COC(=O)C1C(=O)c2c([nH]c(C(=O)OC3CCCC3)c2C)CC1C (centres undefined)
    -8% | 23 | 4% | 16
- COC(=O)C1C(=O)C=C(N2CCOCC2)CC1(C)C (centres undefined)
    0% | ? | 2% | -3
- CCOc1ccc(CCNC(=O)Cn2c(-c3nonc3N)nc3ccccc32)cc1OCC
    -1% | ? | -3% | ?
- Cc1ccc2c(CSc3nncs3)cc(=O)oc2c1
    -30% | -11 | 22% | -13
- CCN(CC)S(=O)(=O)c1ccc(C(=O)OCC(=O)Nc2ccc(-c3nc4ccc(C)cc4s3)cc2)cc1
    15% | -29 | . | .
- COc1nc(NC2CCCCC2)nc(N2CCCCCC2)n1
    -4% | -4 | . | ?

# Rewritten with the structure last: entries from further up
ALOX12 inhib,PNC inhibitor,ALOX15B inhib,IMPase inh,SMILES
3%,38,.,.,CC(C)=NOCc1ccc(-c2cn([C@@H]3COC[C@H]3O)nn2)cc1
-3%,-15,-3%,-12,O=C(Cn1cnc2c(cnn2-c2ccccc2)c1=O)c1ccc(Cl)cc1
-3%,-100*,4%,-2,O=C(c1ccc(C(=O)N2CCCc3ccccc32)nc1)N1CCCc2ccccc21
-8%,23,4%,16,COC(=O)C1C(=O)c2c([nH]c(C(=O)OC3CCCC3)c2C)CC1C (centres undefined)
0%,?,2%,-3,COC(=O)C1C(=O)C=C(N2CCOCC2)CC1(C)C (centres undefined)

# (further entries)
# Results follow in this order: ALOX12 inhib | PNC inhibitor | ALOX15B inhib | IMPase inh
- Nc1c(C(=O)Nc2cccc(Cl)c2Cl)sc2nc(-c3cccnc3)ccc12
    -1% | ? | . | 1
- O=C(Nc1nc(-c2ccc(F)cc2)cs1)c1ccc(N2C(=O)CCC2=O)cc1
    0% | 54 | . | .
- COC(=O)c1sc(N)c(C(=O)OC)c1CSc1nnc(-c2ccccc2Cl)n1C
    -7% | 53 | -5% | 4
- Cc1ccc(C)c(NS(=O)(=O)c2cc(C(=O)NCCSC3CCCCC3)ccc2C)c1
    -21% | 36 | ? | 7
- COC(=O)c1ccc(NC(=O)CN(c2ccc3c(c2)OCO3)S(C)(=O)=O)cc1
    -2% | ? | . | .
- CCOc1ccc2c(C)nc(NC3=NC(C)(C)C=C(C)N3)nc2c1
    7% | 245 | . | 8
- CN1CCN(CC(=O)Nc2ccc(Cl)cc2Cl)CC1
    -1% | ? | 6%[2.29 µM] | -6
- N=C1C(=O)OCC1c1ccccc1NC(=O)c1ccc(F)cc1 (centres undefined)
    -3% | ? | . | .
- O=C(/C=C/c1ccccc1Cl)c1ccccc(=O)c1O
    ? | 3 | . | .
- O=C(O)CCCNC(=O)CCCNC(=O)C(c1ccccc1)c1ccccc1
    3% | 37 | . | .
- CC(NC(=O)c1ccc(F)cc1)c1nc2ccccc2n1Cc1ccccc1F (centres undefined)
    1% | -25 | 14% | 3
- Cc1cc(NC2C3CC4CC(C3)CC2C4)n2nnnc2n1 (centres undefined)
    -3% | -27 | -6% | 1
- Nc1ccnc(C(F)(F)F)c1C(=O)c1ccccc1
    -6% | -82* | 1% | 10
- COC(=O)Cc1c(O)ccn(Cc2cccc3ccccc23)c1=O
    3% | 45 | . | 13
- COc1ccccc1NC(=O)Cn1cncc1-c1ccc([N+](=O)[O-])cc1
    -11% | -17 | -12% | 2
- COc1ccc(NC(=O)C(=O)N/N=C/c2cc(C)n(-c3cccc(Cl)c3Cl)c2C)c(OC)c1
    -12% | -26 | -21% | 4
- CCNc1ncc2nc(-c3ccccc3)c(=O)n(-c3ccc(OC)cc3)c2n1
    -1% | . | 8% | .
- Cc1ccc(S(=O)(=O)n2nc(C)c(C#N)c2N)cc1
    -1% | -10 | . | .
- CCOC(=O)C1CCN(C(c2ccccn2)c2c(C)[nH]c3ccccc23)CC1 (centres undefined)
    -9% | 36 | 10% | 6
- Cc1ccc(C(=O)Cn2nnc3ccccc32)cc1C
    0% | 126 | -20% | -1
- N#CCCn1[nH]c(-c2ccccc2)cc1=O
    -2% | 7 | . | -2
- C=C/C(C)=C/[C@]1(C)SC(=O)C(C)=C1O
    -4% | . | -4% | 1
- COc1ccc(Nc2nc(N)nc(CSc3nnc(C)s3)n2)cc1
    -1% | -1 | . | -3
- O=S1(=O)C=C(SCc2ccc(Cl)c(Cl)c2)Nc2ccccc21
    0% | 65 | -8% | -3
- CC(NS(C)(=O)=O)C(c1cccs1)N1CCN(c2ccc(F)cc2)CC1 (centres undefined)
    0% | 18 | 0% | 9
- Cc1occc1-c1nnc(SCC(=O)N2c3ccccc3CCc3ccccc32)n1C
    -7% | 4 | 0% | 3
- O=C(Nc1ccc(Cl)cc1F)c1ccccc1Br
    -5% | -81* | . | .
- O=C(Nc1cccc(Br)c1)c1ccc(Cl)c(S(=O)(=O)N2CCOCC2)c1
    -4% | -13 | . | 22
- O=[N+]([O-])c1c(C(Cl)Cl)nn(-c2ccc(Cl)cc2)c1N1CCCCC1
    -2% | -113* | . | .
- COc1ccccc1C(=O)N1CCc2ccccc21
    -1% | 20 | 9% | 17
- Cc1ccc2cn[nH]c2c1NC(=S)NC(=O)c1ccccc1
    -29% | ? | ? | 1
- CC1CN(S(=O)(=O)c2ccc(NC(=O)CCCN3C(=O)c4ccccc4C3=O)cc2)CC(C)O1 (centres undefined)
    4% | ? | 0% | 1
- CC(C)(C)c1ccc2c(c1)OC(C(=O)N/N=C\c1ccccn1)CO2 (centres undefined)
    -1% | ? | . | .
- Cc1cccc(N(CC(=O)NCCSCc2ccco2)S(=O)(=O)c2ccccc2)c1
    -3% | 23 | -12% | 0
- COCC(=O)Nc1ccc(N(C)C)cc1
    -6% | -81* | -5% | 1
- O=C(Cc1ccccc1)N/N=C/c1ccccc1Cl
    -3% | 33 | -14% | 0
- Cc1ccc(/C=N/n2c(-c3cccs3)n[nH]c2=S)cc1
    -12% | 60 | ? | 3
- Cc1nn(-c2ccccc2)c(N2CCCC2)c1/C=N/NC(=S)Nc1ccccc1F
    3% | -86* | . | .
- CCCS(=O)(=O)N1CCC(C(=O)NCCN(CC)c2ccccc2)CC1
    3% | ? | 2% | 13
- COc1ccc([C@H]2[C@H](C(=O)OC(C)(C)C)N3N=Cc4ccccc4C3C23C(=O)c2ccccc2C3=O)c(OC)c1 (some centres undefined)
    -8% | -25 | . | .
- Cc1cccc(C(=O)NNC(=O)c2ccco2)c1
    -2% | ? | . | .
- CCCN(CCC)CCCNC(=O)c1cc2cc3ccc(OC)cc3nc2o1
    -1% | 23 | 28% | 3
- Cc1noc(C)c1CN(C(=S)NC(C)C)c1ccccc1
    -3% | -22 | . | 12
- CN(C)CCCNc1oc(-c2cccc(Cl)c2)nc1C#N
    1% | -1 | 43%[activator] | 1
- O=S(=O)(c1ccccc1)c1cnn(-c2ccccc2)c1-c1ccc(Cl)cc1
    2% | -17 | -3% | 14
- Oc1c(C(c2cccs2)N2CCN(c3ccccc3)CC2)sc2ncnn12 (centres undefined)
    4% | -18 | . | -7
- COc1ccc(OCC(=O)Nc2ccccc2O)cc1
    4% | 5 | -6% | 4
- COc1ccc2c(c1)c(=O)c(Br)c(C)n2Cc1ccccc1
    -10% | ? | 12% | 10
- Cc1ccc(C(=O)O)cc1NC(=S)NC(=O)c1ccc([N+](=O)[O-])cc1Cl
    -1% | -17 | . | .
- CCCC(=O)Nc1ccc(C(=O)Nc2cc(C(F)(F)F)ccc2Cl)cc1
    -4% | -18 | -9% | 2

# Following part.
# Results follow in this order: ALOX12 inhib | PNC inhibitor | ALOX15B inhib | IMPase inh
- Cc1ccc(C2CC(c3ccccc3C)n3nc(N)nc3N2)cc1 (centres undefined)
    2% | -27 | . | -13
- CC1=C(C(=O)Nc2cccnc2)C(c2cccnc2)n2nc(-c3cccs3)nc2N1 (centres undefined)
    ? | 51 | 1% | 0
- Cc1oc2ccc(O)cc2c1C(=O)c1ccc([N+](=O)[O-])cc1
    0% | 11 | . | .
- O=C(CSc1nnc(SCc2ccccc2)s1)N/N=C/C=C\c1ccco1
    -3% | -12 | . | -2
- CSc1nc2nc3c(c(=O)n2[nH]1)CCC3
    1% | 32 | 3% | -7
- CCOC(=O)c1c(C)nc2c(c1-c1ccc(OC)cc1)C(=O)CC(C)(C)C2
    1% | ? | 4% | 5
- COc1ccccc1/C=C\C=N\n1c(C2CCCCC2)n[nH]c1=S
    -9% | 7 | 13µM* | 5
- CC(C)(C)c1ccc(OCCN2CCCC2)cc1
    1% | ? | -2% | ?
- COc1cccc(C(=O)/C=C/Nc2ccc(S(=O)(=O)Nc3nc(C)cc(C)n3)cc2)c1
    1% | -6 | . | .
- CC(C)c1nc2sc3c(c2c(=O)o1)CCCC3
    2% | -94* | -4% | 4
- NC(=O)c1ccccc1OCCOCCOCCOc1ccccc1C(N)=O
    5% | 7 | -1% | 2
- CCOC(=O)C(C)n1cnc2sc(C)c(C)c2c1=O (centres undefined)
    -1% | -29 | . | .
- O=C(c1cccc([N+](=O)[O-])c1)c1cc2ccccc2o1
    2% | ? | . | .
- Cc1c(Cl)cccc1NC(=S)NC1CC1
    -1% | -23 | . | .
- CCC(Nc1nc(-c2ccccc2)nc2ccccc12)C(=O)O (centres undefined)
    9% | ? | -1% | -4
- CCOC(=O)C1=C(CSc2nc(C)cc(C)c2C#N)OC(N)=C(C#N)C1c1cccs1 (centres undefined)
    -15% | ? | -8% | 3
- CCC(C)COC(=O)c1ccc(C(=O)O)cc1 (centres undefined)
    0% | -4 | -7% | -4

# Sorted by value in IMPase inh (smallest number first): 4 from the list above.
# Results follow in this order: ALOX12 inhib | PNC inhibitor | ALOX15B inhib | IMPase inh
- CSc1nc2nc3c(c(=O)n2[nH]1)CCC3
    1% | 32 | 3% | -7
- Cc1ccc(C(=O)Cn2nnc3ccccc32)cc1C
    0% | 126 | -20% | -1
- Cc1occc1-c1nnc(SCC(=O)N2c3ccccc3CCc3ccccc32)n1C
    -7% | 4 | 0% | 3
- Nc1ccnc(C(F)(F)F)c1C(=O)c1ccccc1
    -6% | -82* | 1% | 10
